Source: PubChem
GLS inhibitor: qHTS for Inhibitors of Glutaminase (GLS) | Glutaminase kidney isoform, mitochondrial (Homo sapiens), O94925 | GLS enzymatic activity, qHTS titration | Potency, µM (top dose mostly 45.5 µM), inactives show at the top dose activity change, negative = inhibition, usual class: inhibitors | 0.21% of 410,000 active | AID 624170, 2012; note: % is set by controls: 0 for no effect and ±100 for the full control effect
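Read-out is an Amplex red fluorescence increase coupled through glutamate oxidase and HRP, measured before and after 30 min room-temperature incubation. hKGA is in 45 mM KH2PO4 (pH 8.2) with 0.02% Tween-20; glutamine added as 1mM solution.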
HP1b binding inh: HTS for Inhibitors of HP1-beta Chromodomain Interactions with Methylated Histone Tails. AlphaScreen HP1-beta / biotin-H3K9me3 peptide binding. 0.56% of 390,000 active. Chromobox protein homolog 1 (Homo sapiens), P83916. Potency, µM (highest dose often 114 µM), for inactives: at the highest dose activity change, negative = inhibition, usual class: inhibitors; note: nearly all actives have a fitted effect of over 70% in size; inactives centre near 23
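Compound inhibition of the preformed complex between 50 nM HP1-beta and 50 nM biotinylated H3K9me3 peptide was read by AlphaScreen. Buffer was PBS pH 7.4 with 0.01% Tween-20. Incubations ran 30 min at room temperature, with 10 ug/mL donor/acceptor beads.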
PGK inhibitor: qHTS Assay to Find Inhibitors of Phosphoglycerate Kinase. AID 602233, 2012. PGK/GAPDH coupled, Kinase-Glo luminescence, 60 min. Phosphoglycerate kinase, glycosomal (Trypanosoma brucei brucei), P07378. 0.043% of 380,000 active. Potency, µM (titrated, usually from 57.5 µM), for inactives: at the highest dose activity change, negative = inhibition, hits mostly inhibitors; note: % is set by controls: 0 for no effect and ±100 for the full control effect; nearly all actives have a fitted effect of over 60% in size
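Luminescent ATP detection (Kinase-Glo Plus) follows a 60-minute room-temperature incubation, with wells lacking PGK as controls. Buffer: 100 mM TEA (pH 7.6), 5 mM MgCl2, 0.01% Tween-20. Coupling enzyme GAPDH (100 nM final) supplies unstable 1,3-BPG in-well.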
POLI inh: qHTS for Inhibitors of Polymerase Iota; AID 588590, 2011; DNA polymerase iota (Homo sapiens), Q9UNA4; Potency, µM (series often up to 115 µM), inactives show at the top dose activity, negative = inhibition, actives largely listed as inhibitors; 1% of 390,000 active; Pol iota fluorescent replication assay, 10 min
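Fluorescent replication assay read twice, at 0 min and 10 min after adding 50 nM (final) substrate. Enzyme (10 nM) and compounds were first incubated 15 min at room temperature; enzyme-free buffer wells were negative controls.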
G9a inh: qHTS Assay for Inhibitors of Histone Lysine Methyltransferase G9a | Histone-lysine N-methyltransferase EHMT2 (Homo sapiens), Q96KQ7 | G9a H3K9 monomethylation, AlphaScreen, 2 h | Potency, µM (top dose mostly 102 µM), for the others: at the highest dose activity, negative = inhibition, hits mostly inhibitors | 8.8% of 350,000 active | AID 504332, 2011; note: % is set by controls: 0 for no effect and ±100 for the full control effect; nearly all actives have a fitted effect of over 75% in size
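Using a bead-based AlphaScreen, monomethylated H3K9 product from 2 h room-temperature reactions (G9a 20 nM, peptide 500 nM, SAM 20 uM) was detected with 0.5 ug/mL rabbit anti-H3K9me1 antibody.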
JMJD2A Tudor inh: qHTS Assay for Inhibitors of JMJD2A-Tudor Domain | AlphaScreen JMJD2A-Tudor / H3K4me3 peptide binding | Lysine-specific demethylase 4A (Homo sapiens), O75164 | AID 504339, 2011 | 4.4% of 390,000 active | Potency, µM (highest dose often 114 µM), for inactives: top-dose activity change, negative = inhibition, hits mostly inhibitors; note: % is set by controls: 0 for no effect and ±100 for the full control effect; nearly all actives have a fitted effect of over 50% in size
Target sequence (O75164 whole entry, looked up, the tested form may be a part): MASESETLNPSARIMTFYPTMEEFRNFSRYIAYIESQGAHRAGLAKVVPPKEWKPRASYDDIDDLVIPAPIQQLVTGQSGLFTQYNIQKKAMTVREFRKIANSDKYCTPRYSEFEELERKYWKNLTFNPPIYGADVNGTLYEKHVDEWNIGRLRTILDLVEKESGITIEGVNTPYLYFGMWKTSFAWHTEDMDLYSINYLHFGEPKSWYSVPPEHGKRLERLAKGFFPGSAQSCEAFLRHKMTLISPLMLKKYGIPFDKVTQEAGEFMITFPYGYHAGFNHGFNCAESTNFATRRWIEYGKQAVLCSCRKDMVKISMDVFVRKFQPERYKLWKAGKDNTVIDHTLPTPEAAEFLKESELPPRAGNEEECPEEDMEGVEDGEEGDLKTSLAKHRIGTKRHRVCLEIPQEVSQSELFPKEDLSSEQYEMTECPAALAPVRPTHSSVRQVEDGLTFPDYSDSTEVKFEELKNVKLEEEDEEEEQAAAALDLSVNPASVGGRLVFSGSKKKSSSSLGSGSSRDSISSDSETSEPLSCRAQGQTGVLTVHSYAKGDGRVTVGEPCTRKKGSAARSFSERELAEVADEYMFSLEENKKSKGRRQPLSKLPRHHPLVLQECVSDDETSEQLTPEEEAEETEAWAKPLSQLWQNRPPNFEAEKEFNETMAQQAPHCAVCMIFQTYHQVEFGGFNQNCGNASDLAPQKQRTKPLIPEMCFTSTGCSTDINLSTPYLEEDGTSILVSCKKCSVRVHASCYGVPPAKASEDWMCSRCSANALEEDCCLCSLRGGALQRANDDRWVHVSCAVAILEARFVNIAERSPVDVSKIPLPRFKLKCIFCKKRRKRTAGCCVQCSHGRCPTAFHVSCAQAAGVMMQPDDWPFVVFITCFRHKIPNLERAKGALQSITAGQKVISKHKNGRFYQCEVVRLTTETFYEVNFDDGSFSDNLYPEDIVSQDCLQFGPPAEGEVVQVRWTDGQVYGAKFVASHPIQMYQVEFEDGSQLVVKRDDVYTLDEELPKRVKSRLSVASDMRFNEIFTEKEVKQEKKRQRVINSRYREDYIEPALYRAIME
Pin1 inhibitor: qHTS Assay to Find Inhibitors of Pin1 | Pin1 FP peptide displacement, HiFluor488, 10 min | Potency, µM (titrated, usually from 115 µM), for inactives: at the highest dose activity, negative = inhibition, actives largely listed as inhibitors | 0.009% of 390,000 active | AID 504891, 2011; active = well fitted inhibition curve with a large enough effect in the polarisation, with a control signal flat, not every such curve was filed as active; inconclusive = small, poorly fitted or top-dose-only effect, or effect the other way, or a change in a side signal; inactive = no such curve, though single readings can be large or run the other way; the % refers to the polarisation; note: % is set by controls: 0 for no effect and ±100 for the full control effect
BLM inh: qHTS Assay for Inhibitors of Bloom's syndrome helicase (BLM). RecQ-like DNA helicase BLM (Homo sapiens), P54132. AID 2528, 2010. 0.2% of 350,000 active. Potency, µM (series often up to 56.1 µM), for inactives: at the top dose activity change, negative = inhibition, actives largely listed as inhibitors. recombinant BLM DNA unwinding, fluorescence dequenching;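 note: plate controls were vehicle for no effect and no enzyme for full effect; nearly all actives have a fitted effect of over 35% in size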
BAZ2B inh: qHTS Assay for Inhibitors of BAZ2B; AlphaScreen BAZ2B-H3K14Ac peptide displacement; Potency, µM (top dose mostly 114 µM), inactives show at the highest dose activity change, negative = inhibition, usual class: inhibitors; 4.4% of 360,000 active; note: % is set by controls: 0 for no effect and ±100 for the full control effect; nearly all actives have a fitted effect of over 60% in size
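BAZ2B 50 nM plus b-H3(5-23)K14Ac 50 nM, PBS pH 7.4/0.01% Tween-20, 30 min RT; compound added (max 110 uM), 30 min RT; streptavidin donor/Ni-chelate acceptor beads 10 ug/mL final, 20 min dark; AlphaScreen read.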
Numbers without * were called inactive; i = inactive; ? = inconclusive; . = not tested or not shown; [ ] = another dose, or the depositor's remark. Unless noted, calls come from the whole dose curve; as a rule, active = well fitted curve in the direction sought with a large enough effect; inconclusive = small, poorly fitted or top-dose-only effect, or another doubt; inactive = no such curve, though single readings can be large; an effect the other way counts as inactive or inconclusive. Potency is the fitted concentration of half-maximal effect. Only part of the results is shown (hit frequency here may not be typical).

SMILES	GLS inhibitor	HP1b binding inh	PGK inhibitor	POLI inh	G9a inh	JMJD2A Tudor inh	Pin1 inhibitor	BLM inh	BAZ2B inh
COc1ccc(N2CCN(C(=O)c3cccc(S(=O)(=O)N4CCc5ccccc54)c3)CC2)cc1	41%[activator]	?	-6%	-10%	.	40µM*	-2%	.	.
CCn1nnnc1NCc1cccc(Cl)c1	-16%	26%	-2%	61%[activator]	-35%	-1%	-10%	-3%	-16%
O=C(CCc1nnc2ccc(NCCCN3CCCC3=O)nn12)NCc1ccccc1Cl	-7%	52%[activator]	-2%	18%	14%	4%	?	3%	-12%[57.1 µM]
CCOCCCNC(=S)N1CCC(C(=O)c2ccc3c(c2)OCCO3)CC1	-1%	45%[activator]	-3%	13%	-24%	-3%	-2%	-4%	-29%
CC(=O)Nc1ccc(NC(=O)CN(c2ccc(C34CC5CC(CC(C5)C3)C4)cc2)S(C)(=O)=O)cc1	-8%	4%	-7%	20%	21%	-6%	8%	-13%	-32%
OCC1(Cc2ccc(F)cc2)CCCN(Cc2ccc(F)cc2Cl)C1 (stereo unspecified)	1%	41%[activator]	-2%	?	.	10%	0%	-12%	-1%
COc1cccc(C2/C(=C(/O)c3ccccc3)C(=O)C(=O)N2CCCC(=O)O)c1 (stereo unspecified)	45%[activator]	5%	-9%	5%	?	50µM*	1%	2%	?
O=C(OCC(=O)c1cccc2ccccc12)c1ccc(CO)cc1	2%	25%	-1%	10%	48%	-14%	-1%	-6%	-11%
CN(Cc1ccccc1)C1CCNCC1	6%	36%	-1%	86%[activator]	-8%[0.501 µM]	-13%	-8%	4%	1%
Cc1ccc(CN2CCSc3ccc(C(=O)N4CCN(c5cccc(C)c5C)CC4)cc32)cc1	0%	17%	-5%	4%	-35%[59 µM]	-27%	1%	-9%	-21%
Cn1c(=O)c2c(nc(Br)n2CCSc2nc3ccccc3o2)n(C)c1=O	-2%	27%	3%	21%	13%[59 µM]	2%	-3%	-19%	0%
COc1ccc(NC(C)(C)c2nnnn2-c2c(C)cccc2C)cc1	-6%	-4%	14%	10%	.	-31%	-5%	-6%	?
COc1ccc(/C(N)=N/OC(=O)Cc2ccccc2)cc1	0%	115%[activator]	4%	39%[activator]	97%[activator][59 µM]	84%[activator]	-16%	0%	143%[activator]
Cc1cc2c(c(=O)o1)C1(C(=O)N(CC(=O)O)c3ccccc31)C(C#N)=C(N)O2 (stereo unspecified)	?	31%	7%	?	4%[0.501 µM]	-34%	?	-7%	?
CCOC(=O)N1CCN(C(=O)COc2cccc3c2CCN(Cc2cccc(C)c2)C3=O)CC1	-8%	26%	i	-5%	-5%	-15%	-6%	5%	-6%
Cc1ccsc1C(=O)Nc1cc(C(C)(C)C)nn1-c1ccccc1	13%	20%	5%	-6%	-1%[12.7 µM]	0%	-8%	-5%	0%
O=C(CCC(=O)Nc1ccccc1)N/N=C/c1ccncc1	-3%	7%	i	9%	20%[59 µM]	-17%[11.4 µM]	-13%	7%	1%
O=C(NCc1nnc(SCC(=O)N2CCCC2)o1)c1ccccc1	0%	26%	-1%	12%	55%[activator]	-12%	-3%	-3%	-17%
CC(=O)CC(C)=NCCN=C(C)CC(C)=O	9%	23%	-4%	44%[activator]	-3%[2.33 µM]	-15%	-5%	-1%	0%
O=C(Nc1ccccc1F)Nc1ccccc1N1CCCCC1	-10%	28%	-2%	116%[activator]	.	-4%	1%	-15%	-1%
COc1ccccc1/C=N/NC(=O)CCSc1ccccc1	-6%	31%	7%	19%	23%[59 µM]	-8%	-1%	2%	10%
O=C(Nc1ccc2c(c1)OCO2)C1CC1	13%	-2%	-8%	40%[activator]	5%[0.501 µM]	?	-5%	.	-35%
CC(C)(C)OC(=O)N1CCN(Cc2ccc(F)c(B(O)O)c2)CC1	7%	11%	1%	-27%	.	-14%	2%	.	.
O=C1C=CN(Cc2ccccc2)CC1	2%	30%	7%	6%	3%[59 µM]	-5%	-4%	-1%	0%

Random excerpt: 2 records from the list.
SMILES	GLS inhibitor	HP1b binding inh	PGK inhibitor	POLI inh	G9a inh	JMJD2A Tudor inh	Pin1 inhibitor	BLM inh	BAZ2B inh
O=C(Nc1ccc2c(c1)OCO2)C1CC1	13%	-2%	-8%	40%[activator]	5%[0.501 µM]	?	-5%	.	-35%
O=C1C=CN(Cc2ccccc2)CC1	2%	30%	7%	6%	3%[59 µM]	-5%	-4%	-1%	0%

By substructure, the entries above containing a tert-butyl group (2)
SMILES	GLS inhibitor	HP1b binding inh	PGK inhibitor	POLI inh	G9a inh	JMJD2A Tudor inh	Pin1 inhibitor	BLM inh	BAZ2B inh
Cc1ccsc1C(=O)Nc1cc(C(C)(C)C)nn1-c1ccccc1	13%	20%	5%	-6%	-1%[12.7 µM]	0%	-8%	-5%	0%
CC(C)(C)OC(=O)N1CCN(Cc2ccc(F)c(B(O)O)c2)CC1	7%	11%	1%	-27%	.	-14%	2%	.	.

The listing continues.
SMILES	GLS inhibitor	HP1b binding inh	PGK inhibitor	POLI inh	G9a inh	JMJD2A Tudor inh	Pin1 inhibitor	BLM inh	BAZ2B inh
CCn1c(SCC(=O)c2[nH]c(C)c(C(C)=O)c2C)nnc1-c1ccccc1	-5%	24%	0%	?	-3%[2.33 µM]	-16%	19%	0%	-8%
O=C(CN(C(=O)CNC(=O)c1cccs1)c1cccc(F)c1)NC1CCCCC1	0%	15%	2%	113%[activator]	5%[59 µM]	-8%	2%	-1%	-1%
N#Cc1ccc(OCC(=O)Nc2ccccc2NS(=O)(=O)c2cccs2)cc1	2%	28%	-2%	-1%	?	-21%	0%	-1%	-6%
COc1ccc(CCNC(=O)c2cc3c(=O)n4ccccc4nc3n2C)cc1	3%	32%	10%	21%	-9%[59 µM]	-21%	0%	-5%	-24%
C#CCNCCS(=O)(=O)N(Cc1ccc(Br)cc1)[C@@H](C)C(=O)O	6%	29%	5%	-17%	.	-17%	3%	.	.
Cc1ccccc1N1CCN(S(=O)(=O)c2nnc(NC(=O)c3ccccc3)s2)CC1	-11%	24%	i	4%	-8%[59 µM]	-19%	4%	-1%	-3%
CCC(C(=O)NCc1ccccc1)n1nc(C)c2sc3ccccc3c2c1=O (stereo unspecified)	2%	39%	-1%	-5%	?	-3%	5%	-6%	0%
Cc1ccc(C)c(C(=O)C(C)OC(=O)CN2C(=O)NC3(CC(C)CC(C)(C)C3)C2=O)c1 (stereo unspecified)	-1%	0%	4%	31%[activator]	26%	-15%	0%	-1%	-3%
COc1cccc(C(=O)OCC(=O)Nc2ccc(N3CCOCC3)cc2)c1	5%	35%	i	16%	-9%[59 µM]	1%	3%	.	-4%
COc1ccc(NC(=O)CCC(=O)c2ccc(C(C)C)cc2)cc1	1%	18%	0%	-15%	.	-19%	-20%	0%	-8%
CSc1ccccc1NC(=O)CN(C)C(=O)Cc1c(F)cccc1Cl	4%	24%	-2%	42%[activator]	17%	-5%	-5%	-6%	2%
O=C(NC1CCc2ccccc21)c1cc(COc2c(F)cccc2F)on1 (stereo unspecified)	5%	65%[activator]	8%	9%	5%	8%	-3%	-6%	3%
COC(=O)c1ccccc1OCC(=O)N1CCN(c2ccc(OC)cc2)CC1	45%[activator]	13%	9%	37%[activator]	?	-14%	0%	-3%	-27%
Cc1ccc(C)c(CN2C(=O)c3ccccc3S(=O)c3ccc(C(=O)NCCC4=CCCCC4)cc32)c1 (stereo unspecified)	-21%	22%	-5%	-14%	-11%[59 µM]	-16%	13%	-9%	-15%
COCCN=C1NN=C(c2cc(C)n(CC3CCCO3)c2C)CS1 (stereo unspecified)	-17%	-20%	-2%	?	?	-33%	10%	-14%	-15%
Cc1nnc(SCc2cc(=O)n3cccc(C)c3n2)s1	3%	27%[57 µM]	-5%	16%	3%[59 µM]	-7%	?	-9%	13%
FC(F)(F)c1ccccc1C1=CC(c2ccccc2)n2ncnc2N1 (stereo unspecified)	5%	50%[activator]	2%	5%	.	-19%	9%	.	.
CCN(CC)S(=O)(=O)c1ccc(C)c(NC(=S)NNC(=O)C2CC2)c1	9%	4%	-9%	18%	-29%[59 µM]	3%	-1%	-2%	-9%
Cc1cccc(NS(=O)(=O)c2c(C)nc3scc(C)n3c2=O)c1	2%	64%[activator]	4%	4%	3%[0.0925 µM]	-2%	-1%	2%	-4%
CCc1ccc(NCc2cc3cc(OC)c(OC)cc3n(CC(=O)Nc3cc(C)ccc3C)c2=O)cc1	11µM*	16%	-6%	16%	-1%[59 µM]	-15%	-3%	-2%	-22%
COc1ccccc1-c1oc2ccccc2c1C#CCO	-3%	34%	-10%	?	.	-20%	?	.	.
COc1cc(/C=N/Nc2nc3ccccc3s2)ccc1O	34%[activator]	23%	1%	3%	.	-13%	0%	-14%	?
Cc1ccc(N(CC(=O)NC(C)(C)C)C(=O)CNC(=O)c2cccs2)cc1C	8%	22%	6%	52%[activator]	-5%	-8%	-6%	-5%	6%
Cc1c(C(=O)OCC(C)C)[nH]c2c1C(=O)CC(c1cccs1)C2 (stereo unspecified)	-4%	38%	-1%	-13%	2%[59 µM]	-1%	-1%	-4%	-4%
Nc1nnn(-c2ccccc2)c1-c1ccccc1	-9%	24%	1%	54%[activator]	.	-1%	8%	.	.
CCCCC1(C)OC(=O)C(=Cc2ccc(N(C)C)cc2)C(=O)O1 (stereo unspecified)	52%[activator]	-1%	-3%	-5%	3%[12.7 µM]	-29%	20%	-1%	?
O=C(CSCc1ccc(Br)cc1)NCCc1ccccc1	-1%	70%[activator]	-2%	34%[activator]	-1%	32%	-1%	-5%	12%
CCc1ccc(Nc2nnc(SCn3nnc4ccccc4c3=O)s2)cc1	6%	9%	-4%	-4%	-16%	-11%	4%	-4%	?
